Bioassay records from PubChem.
GPR7 antagonist = antagonists of human GPR7 (neuropeptides B/W receptor 1); P48145; AID 1861; inhibition, % at 4.4 µM; GPR7-expressing cells, fluorescence antagonist assay; 290,000 tested, 1.1% active; in the data active = inhibition above about 16%, passing the limit was not always enough;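 also: cells stimulated with the agonist NPW; 0% = agonist with vehicle and 100% = vehicle without agonist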
Target sequence (P48145 whole entry, looked up): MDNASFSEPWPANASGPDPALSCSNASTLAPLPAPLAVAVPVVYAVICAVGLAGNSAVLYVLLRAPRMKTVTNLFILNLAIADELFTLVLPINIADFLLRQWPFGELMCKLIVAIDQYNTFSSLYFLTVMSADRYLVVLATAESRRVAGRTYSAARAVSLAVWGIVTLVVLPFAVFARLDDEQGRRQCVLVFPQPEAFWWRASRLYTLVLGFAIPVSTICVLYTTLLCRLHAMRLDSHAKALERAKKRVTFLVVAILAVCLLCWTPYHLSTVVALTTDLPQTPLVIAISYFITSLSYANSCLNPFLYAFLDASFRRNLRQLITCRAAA
CHO parental Ca = signal in parental CHO cells, OX1R antagonist counter-screen; parental CHO-K1, ATP-induced calcium, Fluo-8 fluorescence; inhibition, % at 5.6 µM; 330,000 tested, 0.63% active; AID 463079;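 active = inhibition above that plate's mean sample inhibition plus 3 SD, cut at about 26% in these data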;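 also: 0% = ATP-challenged DMSO wells and 100% = DMSO wells without ATP; some compounds past the cut are filed as inactive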
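Test system: untransfected parental CHO cell line. Compound: one dose, 5.6 µM nominal. Detection: intracellular calcium via Fluo-8 no-wash fluorescent dye. Measure: % inhibition. Benchmarks: ATP-challenged DMSO wells low, unchallenged DMSO wells high.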
OXTR potentiate = potentiators of human oxytocin receptor. activation, % at 3 µM. CHO-OTR cells, Fluo-8 calcium fluorescence, potentiator mode; 0% = oxytocin EC15, 100% = EC100. 320,000 tested, 0.061% active. P30559;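 active = activation above that plate's cutoff, the mean activation of tested compounds plus 3 SD, cut at about 6.6% in these data, passing the limit was not always enough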;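 also: 100% uses oxytocin at 75 nM as the full agonist control; some results filed as inactive read as strong as hits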
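Material: human OTR in CHO cells. Compound: 3.0 µM, one dose. Timing: compound 6 min at room temperature before oxytocin, 100 s read. Evaluation: % activation of max/min ratio relative to oxytocin controls. Replication: single well per compound, singlicate. Signal: Fluo-8 calcium dye fluorescence.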
OXTR agonist = human OXTR agonism. CHO-OTR cells, Fluo-8 calcium fluorescence; normalized: DMSO 0%, oxytocin 100%. activation, % at 3 µM. 320,000 tested, 0.32% active. AID 2435;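 active = activation above the mean of all tested compounds plus 3 SD, cutoff set per screening run, cut at about 20% in these data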;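 also: peak over basal fluorescence ratio from a 100 s FLIPR kinetic read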
CHO-K1 Ca ag = M1 agonist counterscreen hit in parental CHO-K1 cells. Fluo-8 calcium fluorescence; scaled to maximal ATP response, vehicle zero. activation, % at 3 µM. 360,000 tested, 0.48% active. AID 602248; in the data active = activation above about 15%;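 also: untransfected CHO-K1 host cells lacking M1 receptor as counterscreen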
CHO-K1 Ca antag = M1 antagonist counterscreen hit in parental CHO-K1 cells; 360,000 tested, 0.6% active; inhibition, % at 3 µM; ATP-induced calcium, Fluo-8 fluorescence;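 active = inhibition above a per-plate cutoff, the plate's mean sample inhibition plus 3 SD, cut at about 24% in these data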;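 also: 0% = DMSO plus EC80 ATP and 100% = DMSO alone without ATP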
CHO-K1 Ca PAM = counter-screen for M1 PAMs: effect in parental CHO-K1 cells; 360,000 tested, 0.02% active; ATP EC20, Fluo-8 calcium fluorescence; 0% at ATP EC20, 100% at ATP max; activation, % at 3 µM; AID 602247;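 active = activation above the run cutoff, the mean activation of all test compounds plus 3 SD, cut at about 40% in these data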;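 also: peak over basal fluorescence ratio in a 140 s read after ATP addition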
TAAR1 antagonist = human TAAR1 antagonism | Q96RJ0 | CHO RD-HGA16 TAAR1, Fluo-8 calcium fluorescence, antagonist | inhibition, % at 3 µM | 360,000 tested, 1.5% active | AID 624466;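 active = inhibition above a per-plate cutoff, the mean inhibition of test compounds on that plate plus 3 SD, cut at about 49% in these data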;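 also: 0% = DMSO plus EC80 beta-PEA response and 100% = DMSO alone without agonist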
Target sequence (Q96RJ0 whole entry, looked up): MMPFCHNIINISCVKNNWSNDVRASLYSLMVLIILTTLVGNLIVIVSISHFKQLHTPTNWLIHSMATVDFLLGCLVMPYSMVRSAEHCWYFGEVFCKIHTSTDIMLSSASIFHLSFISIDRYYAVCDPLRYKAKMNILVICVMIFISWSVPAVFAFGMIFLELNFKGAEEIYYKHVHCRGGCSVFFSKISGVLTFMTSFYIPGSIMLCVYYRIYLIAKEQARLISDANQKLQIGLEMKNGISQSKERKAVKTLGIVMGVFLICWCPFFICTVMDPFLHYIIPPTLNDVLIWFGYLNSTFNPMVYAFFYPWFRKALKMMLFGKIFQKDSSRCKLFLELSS
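Test system – hTAAR1-expressing CHO RD-HGA16 cells, Gα16-coupled · Also added – β-PEA at EC80 concentration, post-compound challenge · Compound – 3 µM, single point · Incubation – dye loading 75 min at 37 °C, then 30 min room temperature · Measured by – Fluo-8 intracellular calcium dye fluorescence, real-time kinetic reads · Benchmarks – vehicle and agonist controls · Replicates – singlicate, one well per test compound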
V1R ag counter = V1a receptor agonism, counter-screen for OXTR agonists; 320,000 tested, 0.25% active; AID 2797; activation, % at 3 µM; CHO-V1R cells, Fluo-8 calcium fluorescence, agonist mode; 0% DMSO, 100% 3 nM vasopressin;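 active = activation above the mean activation of all tested compounds plus 3 SD, per screening run, cut at about 20% in these data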;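 also: signal is peak over basal fluorescence ratio across a 100 second FLIPR read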
Target sequence (P37288 whole entry, looked up): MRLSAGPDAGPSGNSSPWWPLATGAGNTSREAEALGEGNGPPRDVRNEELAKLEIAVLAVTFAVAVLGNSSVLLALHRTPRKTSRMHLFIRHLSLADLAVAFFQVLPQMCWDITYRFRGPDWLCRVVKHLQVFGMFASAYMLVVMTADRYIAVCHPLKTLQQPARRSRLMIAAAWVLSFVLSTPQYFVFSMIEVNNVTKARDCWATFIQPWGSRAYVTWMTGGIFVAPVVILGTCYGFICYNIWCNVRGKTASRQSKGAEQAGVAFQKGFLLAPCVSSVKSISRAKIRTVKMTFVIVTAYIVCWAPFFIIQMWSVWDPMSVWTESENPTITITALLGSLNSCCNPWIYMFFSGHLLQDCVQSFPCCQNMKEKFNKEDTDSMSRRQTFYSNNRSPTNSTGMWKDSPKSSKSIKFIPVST
* = called active by the depositor; x = not tested or not shown.

SMILES	GPR7 antagonist	CHO parental Ca	OXTR potentiate	OXTR agonist	CHO-K1 Ca ag	CHO-K1 Ca antag	CHO-K1 Ca PAM	TAAR1 antagonist	V1R ag counter
COc1ccc(NC(=O)COC(=O)CCOc2ccccc2C)cc1Cl	x	1	5	-0.4	0.9	-6	-2	-2	0.0
N=C(N)Cc1ccccc1Sc1ccccc1	1	-6	2	1.4	-0.5	-9	25	-11	4.3
C=CSc1sc(Cl)c(N2CCOCC2)c1[N+](=O)[O-]	-16	-26	7	-2.7	0.0	0	-4	-23	-1.1
S=c1nc(C23CC4CC(CC(C4)C2)C3)[nH][nH]1	-8	-12	-3	0.2	1.2	-4	-1	-37	0.9
Cc1ccc(-n2c(SCC(=O)N3CCCCC3)nc(O)c(Cc3ccccc3)c2=O)cc1	25*	-12	-1	-1.0	-0.2	0	-7	-20	-0.2
CCN(CCCNC(=O)CN(C)S(=O)(=O)c1cccc2nsnc12)c1cccc(C)c1	-7	-28	-15	1.6	2.3	2	-1	-1	2.5
N#Cc1cccc(NC(=O)Cn2c3[n+](c4ccc(C(F)(F)F)cc42)CCCCC3)c1	-5	3	1	0.6	0.4	-15	11	6	1.0
O=C(NCCOCCOCCNC(=O)c1cccnc1)c1cccnc1	-12	-21	-9	0.7	0.2	-11	5	3	1.5
CCCC(C)NC(=O)CSc1nnc2ccccn12 (stereo unspecified)	-5	-2	-9	1.8	0.4	-14	-1	-12	0.5
COc1ccc(S(=O)(=O)N2CCOCC2)cc1NC(=O)CSc1n[nH]c(=O)n1C1CC1	1	10	-6	-1.1	0.8	-4	17	-6	0.4
Cc1ccc(C(=O)Nc2ccccc2-c2ccccc2)cc1S(=O)(=O)Nc1ccccc1	x	4	-5	0.6	3.7	-5	-16	27	1.1
C=CCOc1cccc(C2/C(=C(\O)c3ccc4c(c3)OCCO4)C(=O)C(=O)N2CCN2CCOCC2)c1 (stereo unspecified)	-11	-11	1	-0.2	1.1	-15	33	-1	0.9
CC(OC(=O)c1cc(S(=O)(=O)N2CCOCC2)ccc1F)C(=O)NC1CCCC1 (stereo unspecified)	x	-8	-6	2.6	4.2	3	-1	-17	0.2
Cc1cc(C)cc(N2CC(C(=O)Nc3cc(C)on3)CC2=O)c1 (stereo unspecified)	6	1	-1	0.0	0.1	2	11	-5	-0.1
Cc1cc(=O)oc2cc(OCC(=O)NCCCN3CCOCC3)ccc12	-14	1	-8	0.1	0.1	5	-2	-24	0.9
CN(Cc1cccs1)CC(O)COCc1ccco1 (stereo unspecified)	-5	-3	2	0.5	0.2	14	-8	3	-0.3
Cn1c(=S)[nH]c2scc(-c3cccs3)c2c1=O	-7	x	x	x	1.9	-11	15	-23	x
CC(=O)Nc1ccc(NC(=O)c2cc(S(=O)(=O)N3CCCCC3)ccc2C)cc1	x	-11	-6	-0.2	0.6	-19	4	-16	-0.2
C=C(C)Cn1c(SCC(=O)N/N=C/c2ccccc2)nc2ccccc2c1=O	-5	-28	-11	-0.2	-0.2	6	-7	8	0.7
O=C(NC1CCCCC1)C(c1ccc2ncccc2c1)N(Cc1ccccc1)C(=O)c1cccs1 (stereo unspecified)	20	-33	-10	-1.8	-1.0	-21	7	-17	0.1
CCOC(=O)CC(=O)CSc1nc(C)cc(C)c1C#N	-12	-5	-8	0.1	-0.3	-11	-2	-9	-1.0
CCCOc1ccc(C2C(C(=O)c3ccc(C)o3)=C(O)C(=O)N2Cc2ccco2)cc1OCC (stereo unspecified)	-18	-17	0	-1.5	-0.5	1	6	-42	-0.2
COc1ccc(NC(=O)N(C)C[C@@H]2OCc3cn(nn3)CCCC(=O)N([C@H](C)CO)C[C@H]2C)cc1	x	x	x	x	-0.3	-2	-2	-7	x
CC(C)CCNS(=O)(=O)c1cc2c3c(c1)CCN3C(=O)CC2	-5	-9	-8	-0.1	0.1	-7	-3	-16	1.0
O=C1CCCC2=C1C(c1ccc(O)cc1)c1c(ccc3ccccc13)N2 (stereo unspecified)	-6	-16	0	-0.6	2.3	-8	22	-41	0.0

Next section, starting with the last 4 of the part before.
SMILES	GPR7 antagonist	CHO parental Ca	OXTR potentiate	OXTR agonist	CHO-K1 Ca ag	CHO-K1 Ca antag	CHO-K1 Ca PAM	TAAR1 antagonist	V1R ag counter
CCCOc1ccc(C2C(C(=O)c3ccc(C)o3)=C(O)C(=O)N2Cc2ccco2)cc1OCC (stereo unspecified)	-18	-17	0	-1.5	-0.5	1	6	-42	-0.2
COc1ccc(NC(=O)N(C)C[C@@H]2OCc3cn(nn3)CCCC(=O)N([C@H](C)CO)C[C@H]2C)cc1	x	x	x	x	-0.3	-2	-2	-7	x
CC(C)CCNS(=O)(=O)c1cc2c3c(c1)CCN3C(=O)CC2	-5	-9	-8	-0.1	0.1	-7	-3	-16	1.0
O=C1CCCC2=C1C(c1ccc(O)cc1)c1c(ccc3ccccc13)N2 (stereo unspecified)	-6	-16	0	-0.6	2.3	-8	22	-41	0.0
CCn1c2ccc(F)cc2c2nc3ccccc3nc21	-13	-17	-6	-1.0	-0.1	-11	8	0	-0.9
C=CCn1c2ccccc2c2nnc(SCC(=O)OCN3C(=O)c4ccccc4C3=O)nc21	1	-16	-2	-1.9	0.6	9	-2	30	0.3
O=C(Nc1ccc(Br)cc1)c1csc(-c2ccncc2)n1	-3	-19	-5	-0.2	3.5	-7	20	-7	1.4
CCOc1ccc(N(C(C)C(=O)N/N=C(\C)C(C)(C)C)S(C)(=O)=O)cc1 (stereo unspecified)	-7	-20	-4	-1.2	0.0	-12	17	-3	-0.7
Cc1nnc(NC(=O)CSc2nc(C(C)C)nc3sc(C)c(C)c23)s1	-10	x	x	x	0.1	9	-2	-6	x
O=C1/C(=C\c2ccco2)SC(=S)N1Cc1ccccc1	-17	-6	-9	-0.1	8.1	-3	5	6	-0.7
Cc1oc(-c2ccccc2Cl)nc1CN1CCCC1c1ccc(F)cc1 (stereo unspecified)	-12	-29	-2	-2.6	-0.2	-2	2	-39	-0.1
Cc1ccc(-c2nn(-c3cccc(F)c3)cc2CNCc2cccnc2)o1	-9	-15	-2	-0.6	-0.9	-11	15	66*	0.0
Nc1nnc(SCC(=O)Nc2ccc(Cl)c(C(=O)O)c2)s1	-11	6	-6	0.2	0.3	1	7	9	0.5
N/C(=N\OC(=O)Cc1cccc2ccccc12)c1ccccn1	-10	2	-7	0.5	2.1	-10	23	12	0.7
O=C(C1CC(=O)N(c2ccccc2)C1)N1CCCCCC1 (stereo unspecified)	-5	-4	-2	0.2	6.3	0	9	-2	1.4
CCOc1ccccc1CNc1nc2ccccc2n1C	-10	-5	-13	-0.6	2.2	-9	1	-4	-0.5
O=C(CSc1nc(=O)n(CCCN2CCOCC2)c2c1CCCC2)Nc1ccc(F)cc1	x	5	-2	-1.2	-0.3	5	-24	-3	-1.4
O=C(Nc1ccccc1C(=O)N1CCCC1)c1ncoc1-c1cccc(Cl)c1	-3	-23	-7	0.2	1.5	-11	-4	31	1.1
O=C(O)CCC(=O)Nc1ccc(OCC2CCCO2)cc1 (stereo unspecified)	-22	-4	-5	-0.7	0.2	-15	-6	-12	-0.4
Cc1ccc(CCC(=O)Nc2ccc(C)c(C)c2)o1	1	6	-3	-2.7	0.0	-8	25	-7	-1.2
O=C(CN1CCOCC1)N1CCCc2ccccc21	-7	4	-4	0.6	0.3	-17	17	-13	0.5
Cc1nc(N)sc1-c1nnc(SCC(=O)Nc2nccs2)n1C	-8	4	-2	0.8	0.6	5	7	5	1.2
O=C(O)CC(Cc1ccccc1)C(=O)Nc1ccc([N+](=O)[O-])cc1 (stereo unspecified)	-3	-8	-9	-0.6	0.2	-11	24	7	0.0
S=c1[nH]cc(-c2ccccc2)n1-c1ccccc1Cl	-6	-11	-5	-1.5	1.3	4	3	-7	1.1
Cc1cccc(C(=O)OCc2cncs2)c1	0	10	3	-0.1	1.1	-17	24	-4	-0.1
COC(=O)[C@@H](Cc1ccccc1)NC(=O)Cn1cc(C)c(=O)[nH]c1=O	x	x	x	x	0.1	-2	10	5	x
Cc1ccc(NC(=O)/C=C/c2ccc(S(=O)(=O)N3CCOCC3)cc2)cc1S(=O)(=O)N(C)C	x	x	x	x	12	-5	1	66*	x
CC(C(=O)c1ccccc1)[n+]1cccc(Br)c1 (stereo unspecified)	-1	7	-12	0.8	3.9	2	9	-22	0.8
CC(=O)Nc1cc(NC(C)=O)c(CC(C)C)s1	1	-7	-11	0.5	0.0	-4	12	-5	0.3

An excerpt of these results, with two lines to a compound:
Under each structure: GPR7 antagonist | CHO parental Ca | OXTR potentiate | OXTR agonist | CHO-K1 Ca ag | CHO-K1 Ca antag | CHO-K1 Ca PAM | TAAR1 antagonist | V1R ag counter
> CC(=O)Nc1cc(NC(C)=O)c(CC(C)C)s1
→ 1 | -7 | -11 | 0.5 | 0.0 | -4 | 12 | -5 | 0.3
> O=C(C1CC(=O)N(c2ccccc2)C1)N1CCCCCC1 (stereo unspecified)
→ -5 | -4 | -2 | 0.2 | 6.3 | 0 | 9 | -2 | 1.4

(more compounds)
SMILES	GPR7 antagonist	CHO parental Ca	OXTR potentiate	OXTR agonist	CHO-K1 Ca ag	CHO-K1 Ca antag	CHO-K1 Ca PAM	TAAR1 antagonist	V1R ag counter
COc1ccc(C(=O)COC(=O)c2ccc(Cl)nc2)c(OC)c1	x	-13	-1	-2.1	0.0	4	-23	-27	-0.3
CC(=O)c1c(Cl)nc2cccc3c2c1-c1ccccc1C3=O	-8	-2	-12	-1.1	-0.7	-1	19	-11	0.0
O=[N+]([O-])c1ccc(N2CCN(c3ccc(Cl)nn3)CC2)cc1NC1CC1	-2	-4	-8	-1.0	1.4	-4	-3	-35	-0.1
COC(=O)NCC(c1ccc2c(c1)OCO2)N1CCN(c2ccccc2)CC1 (stereo unspecified)	-4	-17	0	2.1	2.4	-14	16	-9	2.9
CN1C(=O)CC(N2CCC(c3nc4ccccc4s3)CC2)C1=O (stereo unspecified)	-12	-13	-11	1.6	0.9	-6	21	14	1.3
COc1ccc(CCNC(=O)CSc2nc(O)c(CCC(C)C)c(=O)[nH]2)cc1OC	-3	-7	-5	-0.6	0.1	-21	18	-10	-0.2
CCN(C[C@H]1N[C@@](Cc2ccccc2)(C(=O)OC)[C@H]2C(=O)N(Cc3ccccc3)C(=O)[C@@H]12)C(=O)Nc1ccc(Cl)cc1	x	-4	-6	1.5	8.4	9	-6	5	5.8
Cc1ccccc1N(CC(=O)N1CCN(Cc2ccccc2)CC1)S(C)(=O)=O	x	x	x	x	1.3	-4	14	-1	x

Some of these compounds in order of their number in GPR7 antagonist, ascending:
SMILES | GPR7 antagonist | OXTR potentiate | TAAR1 antagonist
CN1C(=O)CC(N2CCC(c3nc4ccccc4s3)CC2)C1=O (stereo unspecified) | -12 | -11 | 14
CC(=O)c1c(Cl)nc2cccc3c2c1-c1ccccc1C3=O | -8 | -12 | -11
COC(=O)NCC(c1ccc2c(c1)OCO2)N1CCN(c2ccccc2)CC1 (stereo unspecified) | -4 | 0 | -9
